MEKK2 mut-MEK5: signal of MEK5 binding to mutant human MEKK2 PB1 domain | bead flow cytometry, Alexa488-MEK5 binding to MEKK2 mutant | percent response, % at 10 µM | hit rate 0.35% among 290,000; in the data active = percent response above about 24%, passing the limit was not always enough; also: inactives centre near 1; some results filed as inactive read as strong as hits
MEKK2 WT-MEK5: raises or lowers MEK5 binding to wildtype human MEKK2 PB1 domain; binding response (% of control), % at 10 µM; Q9Y2U5; bead flow cytometry, Alexa488-MEK5 binding to MEKK2 WT; actives lie on both sides; AID 1531; hit rate 1.1% among 290,000; in the data active = binding response below about 67% or above about 130%
FID counter: displaces DNA intercalator in HCV helicase counter-screen. hit rate 0.17% among 290,000. inhibition, % at 7.9 µM. DNA fluorescent intercalator displacement, fluorescence; in the data active = inhibition above about 37%;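 also: 0% = vehicle and 100% = reference compound; higher means more ethidium bromide displaced from hairpin DNA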
NALP1 yeast inh: NALP1 inhibition. inhibition, % at 10 µM. hit rate 0.61% among 280,000. S. cerevisiae NALP1/ASC/caspase-1 growth, X-gal OD620, 72 h; in the data active = inhibition mostly above about 24%, no sharp cut-off; inactive = mostly below about 32%; also: some compounds called inactive have numbers as strong as hits
NS3 helicase inh: HCV NS3 helicase inhibition | inhibition, % at 10.9 µM | NS3 helicase DNA unwinding, Cy5 molecular beacon fluorescence | hit rate 0.56% among 290,000;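 active = inhibition above the mean of all tested compounds plus 3 SD, set per campaign, cut at about 35% in these data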;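 also: 0% = DMSO wells and 100% = thioflavine S control wells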
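test system = hepatitis C virus NS3 helicase domain fragment enzyme | reagent = annealed dual-labelled DNA beacon duplex, ATP-started | times = 1 h at 25 °C | detection = Cy5 fluorescence, 0 and 60 min reads | read-out basis = percent inhibition from t60/t0 fluorescence ratio | control set = DMSO and thioflavine S | replication = one well per compound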
VIM-2 inh: inhibitors of Pseudomonas aeruginosa VIM-2 metallo-beta-lactamase; inhibition, % at 5.6 µM; hit rate 0.89% among 290,000; purified VIM-2, nitrocefin hydrolysis, epi-absorbance fluorescence; AID 1527;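 active = inhibition above the mean of all tested compounds plus 3 SD, cutoff set per screening run, cut at about 7.5% in these data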;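 also: red hydrolysis product quenches plate fluorescence so inhibitors raise well fluorescence; 0% = enzyme with DMSO and 100% = DMSO without enzyme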
IMP-1 inh: inhibitors of Pseudomonas aeruginosa IMP-1 metallo-beta-lactamase | purified IMP-1, nitrocefin hydrolysis, epi-absorbance fluorescence | inhibition, % at 5.6 µM | hit rate 0.45% among 290,000 | AID 1556;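 active = inhibition above the mean plus 3 SD of all compounds in the same screening run, cut at about 4.5% in these data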;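 also: 0% = IMP-1 with DMSO and 100% = DMSO wells lacking enzyme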
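System: purified IMP-1 / Input: IMP-1 dispensed at 0.2 nM / Medium: 50 mM HEPES pH 7.1, 50 µM ZnSO4, 0.05% Brij 35 / Timing: 15 min enzyme–compound preincubation, then 25 min nitrocefin reaction, 25 °C / Technique: plate fluorescence quenching by hydrolysis product, ex 480/em 530 nm / Repeats: singlicate testing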
SUMO HTRF inh: blocks human SUMOylation mediated by UBC9; P63279; HTRF SUMOylation assay, SAE1/SAE2 + UBC9, in vitro; inhibition, % at 35 µM; hit rate 0.36% among 290,000; in the data active = inhibition above about 50%, passing the limit was not always enough; also: strong numbers were not always called active
Target sequence (P63279 whole entry, looked up): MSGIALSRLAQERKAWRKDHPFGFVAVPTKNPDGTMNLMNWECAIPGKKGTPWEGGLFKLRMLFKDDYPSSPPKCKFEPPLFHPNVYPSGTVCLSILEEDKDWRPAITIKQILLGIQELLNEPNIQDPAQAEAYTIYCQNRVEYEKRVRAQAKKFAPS
M18AAP inhibitor: PfM18AAP enzyme inhibition | recombinant PfM18AAP, H-Glu-NHMec fluorogenic cleavage | hit rate 1.2% among 290,000 | inhibition, % at 7.35 µM;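 active = inhibition above the campaign mean inhibition over all tested compounds plus 3 SD, cut at about 28% in these data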;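 also: 0% = plate median of test compound wells and 100% = 2 mM ZnCl2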
An asterisk follows results filed as active; · = no result given.

SMILES	MEKK2 mut-MEK5	MEKK2 WT-MEK5	FID counter	NALP1 yeast inh	NS3 helicase inh	VIM-2 inh	IMP-1 inh	SUMO HTRF inh	M18AAP inhibitor
C=CCn1c(CCC)nc2ccccc21	5	102	1	5	11	-2.3	-1.9	3	1
Cc1cccn2c(=O)c3cc(C(=O)NC4CCCCC4C)n(C)c3nc12 (stereo not drawn)	2	101	-12	16	6	0.1	-2.6	16	-16
N=c1c2c3c(sc2ncn1CCN1CCOCC1)CCCCC3	3	103	3	17	-3	0.3	1.4	17	11
CCCc1ccc(S(=O)(=O)N2CCN(Cc3ccco3)CC2)cc1	4	108	-22	32	-1	0.7	0.0	12	-2
COc1ccc(OC)c(NC(=O)CN(Cc2ccc(F)cc2)C2CCCCC2)c1	-4	94	-26	4	-9	-2.2	-2.5	-17	6
CC(C)OC(=O)CSc1nnc(Cc2ccccc2)n1C	0	99	-4	14	2	-4.4	-1.7	2	0
Cc1cc(NC(=O)CSc2nc3c(C)cccc3cc2C)no1	4	98	-9	2	-3	0.0	-1.5	-4	-2
CCCCn1c(NCc2ccc(N(C)C)cc2)nc2ccccc21	-1	102	25	-11	-36	1.5	-0.2	16	10
CC1CCCC(NC(=O)CN(C)S(=O)(=O)c2cccc3cccnc23)C1C (stereo not drawn)	3	110	-29	8	2	-2.7	-2.3	9	10
COc1ccc(S(=O)(=O)N2CCC(C(=O)NCCC(=O)NCc3cccc(OC)c3)CC2)cc1	2	104	-38	8	0	-0.8	1.5	-8	-5

Reformatted: results already given
mol,MEKK2 mut-MEK5,MEKK2 WT-MEK5,FID counter,NALP1 yeast inh,NS3 helicase inh,VIM-2 inh,IMP-1 inh,SUMO HTRF inh,M18AAP inhibitor
CC(C)OC(=O)CSc1nnc(Cc2ccccc2)n1C,0,99,-4,14,2,-4.4,-1.7,2,0
C=CCn1c(CCC)nc2ccccc21,5,102,1,5,11,-2.3,-1.9,3,1
CC1CCCC(NC(=O)CN(C)S(=O)(=O)c2cccc3cccnc23)C1C (stereo not drawn),3,110,-29,8,2,-2.7,-2.3,9,10
CCCc1ccc(S(=O)(=O)N2CCN(Cc3ccco3)CC2)cc1,4,108,-22,32,-1,0.7,0.0,12,-2
CCCCn1c(NCc2ccc(N(C)C)cc2)nc2ccccc21,-1,102,25,-11,-36,1.5,-0.2,16,10
Cc1cc(NC(=O)CSc2nc3c(C)cccc3cc2C)no1,4,98,-9,2,-3,0.0,-1.5,-4,-2

Next section.
SMILES	MEKK2 mut-MEK5	MEKK2 WT-MEK5	FID counter	NALP1 yeast inh	NS3 helicase inh	VIM-2 inh	IMP-1 inh	SUMO HTRF inh	M18AAP inhibitor
COc1ccc(OCCn2c(C)c(/C=N/n3cnnc3)c3ccccc32)cc1	6	102	-26	-5	-6	3.1	-1.2	-2	-5
CCOc1ncccc1C(=O)OCC(=O)Nc1c(C)cc(C)cc1C	1	102	-4	-2	1	-1.4	1.3	-2	1
CC(C)/C=N/NC(=O)c1cc(Br)ccc1O	4	109	-8	9	13	-6.9	-2.9	2	25
CCOC(=O)c1ccccc1NC(=O)Cc1ccccc1OC	2	103	-18	-90	-8	-2.6	0.3	-2	4
O=C1CCc2cc(S(=O)(=O)N3CCC(C(=O)Nc4nccs4)CC3)ccc2N1	5	112	-3	17	-3	-4.3	-4.2	3	4
COc1ccccc1C(=O)NCCN1CCN(C(=O)c2ccccc2OC)CC1	3	106	-12	7	-1	-2.4	-0.6	3	0
Cc1ccccc1-c1noc(-c2ccc(O)cc2)n1	-1	99	4	29	-3	-0.4	-0.7	0	7
CC(=O)Nc1ccc(S(=O)(=O)NCCC(=O)N2CCc3ccccc32)cc1	-4	99	-2	24	-2	-1.8	-1.3	9	-2
Cc1cc(NC(=O)c2ccc(F)c(S(=O)(=O)N3CCCCC3)c2)no1	8	105	-9	18	3	-0.5	-1.4	0	-5
Cc1ccc(/C=N/n2c(C3CCCCC3)n[nH]c2=S)s1	0	104	-9	19	1	-5.3	-3.4	12	6
CC(=O)N1C(=O)/C(=C2\SC(=S)N(NC(=O)c3ccc(O)cc3)C2=O)c2ccccc21	-3	72	-4	19	10	-2.4	-3.3	2	13
CC1CCN(CC(=O)Nc2ccc(S(=O)(=O)N3CCC(C)CC3)cc2)CC1	3	105	25	24	-23	-2.4	-0.6	4	3
CC(C)Oc1ccc(Cc2cnc(=S)[nH]c2N)cc1	1	95	-4	8	11	-1.5	-2.4	22	31*
O=S(=O)(c1ccc(-c2cn3ccccc3n2)cc1)N1CCOCC1	3	98	-8	-14	-6	-1.6	-5.1	36	6
O=C(c1ccc(F)cc1)c1c[nH]c(C(=O)NCc2ccco2)c1	5	99	0	30	2	0.0	-0.3	12	-7
C=CCN(C(=O)c1ccccc1)c1ccc(OC)cc1	3	108	-2	25	-6	-6.8	-3.6	9	-3
O=C(c1ccccc1Sc1ccccc1[N+](=O)[O-])N1CCCCC1	-2	94	-20	5	-7	-0.6	0.9	5	3
O=C1c2ccccc2C(=O)N1CCCn1nnc(-c2ccc(N3CCOCC3)cc2)n1	8	113	0	9	-2	-4.2	-1.6	1	-1
CC(=O)c1cccc(NC(=O)Nc2cccnc2)c1	1	98	-2	-62	5	-2.1	-3.9	41	-12
CC(C)(O)CC[C@@H](O)[C@](C)(O)[C@H]1CC[C@@]2(O)C3=CC(=O)[C@@H]4C[C@@H](O)[C@@H](O)C[C@]4(C)[C@H]3CC[C@]12C	1	101	-9	-14	0	-2.8	-1.5	2	-4
Cc1ccc(CCNC(=O)C2CCCN(S(=O)(=O)c3cccc4nsnc34)C2)cc1 (stereo not drawn)	7	111	-1	0	0	-3.9	-0.9	22	-6
O=[N+]([O-])c1ccc(Cl)c(/C=N/n2c(-c3cccnc3)n[nH]c2=S)c1	-2	98	0	9	-7	-3.6	-0.5	-12	4
COc1ccc(OC(C)C(=O)N(C)Cc2nc(-c3cccc(C)c3)no2)cc1 (stereo not drawn)	-3	100	-32	12	-10	-1.4	-2.8	-10	-2
CN(c1ccccc1)S(=O)(=O)c1ccc(C(=O)N2CCc3ccccc3C2)cc1	-10	86	-26	33	-3	-0.7	-0.9	-3	2
CCN(CC)C(=O)Oc1ccc2cc(Br)ccc2c1	1	108	-11	22	-2	-0.5	-3.5	1	3
NC(=O)Nc1ccc(C(=O)OCC(=O)Nc2ccc(Cl)cn2)cc1	-11	95	-5	0	0	0.8	1.8	9	8
CC1CCN(C(=O)CCCOc2cc(=O)n(C)c3ccccc23)CC1	-7	90	-34	4	-22	-1.0	0.1	13	-6
O=[N+]([O-])c1ccc2c(c1)C(N1CCOCC1)/C(=C/COc1ccc3ccccc3c1Br)O2 (stereo not drawn)	5	98	5	40	-3	-1.1	-3.1	-9	-11
CC1C(=O)Nc2ccccc2N1C(=O)c1ccc(Cl)cc1 (stereo not drawn)	0	101	-6	21	2	-0.8	-1.7	-12	0
O=[N+]([O-])c1cc(C=Nc2ccc3ccccc3c2)ccc1Br	-2	100	5	7	0	-1.5	-3.6	14	9
Brc1ccc(-c2nnc3ccc(Nc4ccccc4)nn23)cc1	-3	95	5	18	0	0.3	-1.4	12	-1
COc1ccc(C(=O)O/N=C(\N)c2ccccc2)cc1	12	105	-8	14	-6	-1.4	-2.1	7	0
O=C(NCc1cccnc1)Nc1cccc(Cl)c1Cl	-3	99	-6	21	-2	-0.1	-0.8	5	-3
Cc1cccc(N/C(=N\S(=O)(=O)c2ccccc2)C(F)(F)F)c1	·	·	2	2	-5	-1.5	-2.1	-8	0
CCCN(CC(=O)Nc1ccccc1C)C(=O)c1ccc(N2CCCCCC2)c([N+](=O)[O-])c1	11	119	-31	3	-30	-3.7	-3.8	-8	6
CCc1nc(NCc2ccco2)c2oc3ccccc3c2n1	3	105	-12	9	1	-0.8	-4.4	2	2
COc1c(O)c(O)c2oc(-c3ccccc3)cc(=O)c2c1OC	0	99	-7	-13	2	3.5	-3.3	-1	33*
Cc1ccc(NC(=O)c2ccc(OC(=O)COc3cccc(Cl)c3)cc2)cc1	-3	97	0	28	2	-1.8	-2.0	3	4
O=C(O)C(Cc1ccccc1)N1C(=O)/C(=C/c2cccc3ccccc23)SC1=S (stereo not drawn)	-6	88	3	40	16	-2.3	-2.7	9	-2
COC(=O)Cn1ccc2cc(S(=O)(=O)N3CCCCCC3)ccc21	4	102	-25	9	-2	-0.9	-2.1	-1	-3
COc1c(O)ccc(/C=N\NC(=O)c2ccc3c(c2)OCO3)c1[N+](=O)[O-]	5	104	1	-15	3	-0.7	-2.1	14	1
CCOc1ccc(CSC2=NCCN2)cc1Cl	3	106	14	13	-12	-1.6	0.5	6	-5
COC(=O)c1sccc1-c1ccc(C(N)=O)o1	-5	97	1	10	1	-0.7	-2.5	7	3
CCc1cccc(C)c1N1C(=O)CN(Cc2ccccc2)C1=S	4	98	-25	3	-11	-1.4	-4.1	-3	8
CCOc1ccc(S(=O)(=O)NCC(=O)N(C)Cc2cccnc2)cc1	1	96	-6	-20	4	-1.6	-4.5	18	-5
CCN1/C(=C2\C(=O)N(C)C(=S)N2C)C=Cc2cc(OC)ccc21	0	101	-3	23	-13	-3.7	-4.0	8	34*
Cc1ccc(NC(=O)c2cccc3c2C(=O)N(C2CCCCC2)C3)c(Cl)c1	-1	93	-9	-6	-4	-1.4	-3.9	-12	3
CS(=O)(=O)c1ccc(-n2nnc3ccccc32)c([N+](=O)[O-])c1	1	101	-1	6	-1	0.2	-1.8	11	2
O=C(Cc1cccs1)N/N=C/C=C/c1ccco1	-1	97	-3	25	27	-1.4	-2.0	35	2
COc1ccc(C(=O)Nc2nc3c(s2)CCCC3)cc1S(=O)(=O)N1CCCc2ccccc21	-1	108	-8	6	-71	-4.4	-3.8	-14	-1
The results go on.
SMILES	MEKK2 mut-MEK5	MEKK2 WT-MEK5	FID counter	NALP1 yeast inh	NS3 helicase inh	VIM-2 inh	IMP-1 inh	SUMO HTRF inh	M18AAP inhibitor
O=C(CSCc1cccc(Br)c1)N1CCOCC1	1	101	-2	-1	-4	-1.9	-1.5	14	2
COC(/C=C/Nc1ccc(Cl)cc1)=C(C#N)C#N	-4	97	2	-15	3	-3.7	-2.9	-7	-11
CCCc1nc2ccccc2n1CCc1ccccc1	-2	98	-1	14	4	0.9	-0.6	13	-2
O=C(NNC(=O)c1cccnc1SCc1cccc([N+](=O)[O-])c1)c1ccccn1	-1	106	-4	12	-9	-1.3	-2.9	-114	3
Cc1ccc(CN(C)C(=O)C2CCC(=O)N(CCc3ccccc3)C2)o1 (stereo not drawn)	7	106	-26	7	3	-4.4	-2.9	5	-45
CC(CN1C(C)CCCC1C)OC(=O)c1ccc(F)cc1 (stereo not drawn)	4	105	2	-2	3	-4.5	-2.7	13	5
CN(CC(=O)N1CCCCCC1)S(=O)(=O)c1cccc2cccnc12	2	107	-8	-13	-4	0.6	-2.4	3	4
COc1ccc(CNC(=O)c2cc3ccccc3oc2=O)cc1	8	108	-14	25	4	-1.2	-4.1	5	3
O=C(Cc1ccc([N+](=O)[O-])cc1)Nc1ccon1	-3	99	-3	-15	-1	-3.9	-3.0	3	-2

Source: PubChem (several laboratories)
